PV pol inh: poliovirus RdRp elongation inhibitors, primary screen, biochemical, fluorescence polarization, total intensity; Genome polyprotein (Poliovirus type 1 (strain Mahoney)), P03300; poliovirus polymerase elongation; stronger effect = lower value; % elongation, % (compound at 16.7 µg/mL); 0.66% of 150,000 active; AID 588519, 2011; in the data active means % elongation below about 90%; further: some results filed as inactive read as strong as hits
Target sequence (P03300 1749-2209 limits assumed): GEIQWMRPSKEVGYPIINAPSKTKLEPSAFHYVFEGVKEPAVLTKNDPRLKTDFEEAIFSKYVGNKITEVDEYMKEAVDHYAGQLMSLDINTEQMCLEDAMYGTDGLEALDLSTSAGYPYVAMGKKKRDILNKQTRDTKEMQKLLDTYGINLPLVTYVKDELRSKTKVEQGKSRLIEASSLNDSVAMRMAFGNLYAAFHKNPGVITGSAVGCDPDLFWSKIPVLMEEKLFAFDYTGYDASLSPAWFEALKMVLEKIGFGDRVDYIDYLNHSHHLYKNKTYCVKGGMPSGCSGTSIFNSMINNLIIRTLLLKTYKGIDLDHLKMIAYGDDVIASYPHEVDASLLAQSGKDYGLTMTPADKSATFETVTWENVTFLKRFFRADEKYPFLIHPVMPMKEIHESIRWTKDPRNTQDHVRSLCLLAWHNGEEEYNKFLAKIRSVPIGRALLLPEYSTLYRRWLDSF
PV pol inh FP z-score: second read-out of PV pol inh, no call of its own (marks repeat the call); z-score; measured here: FP z-score; hits read low
* marks the source's active call; other numbers are inactive results.

COc1cccc(CN2C(=O)C3(SCC(=O)N3c3ccc(C)c(Cl)c3)c3ccccc32)c1 (stereo unspecified) was read as PV pol inh 103 and PV pol inh FP z-score -0.4.
For CC(C)C1CC(CCN2C(=O)CCC2=O)(c2ccccc2)CCO1 (stereo unspecified) the results were PV pol inh 100 and PV pol inh FP z-score 0.
`CC1C/C(=C/c2ccccn2)C(=O)/C(=C/c2ccccn2)C1` (stereo unspecified) gave PV pol inh 98 and PV pol inh FP z-score -0.2.
For CCN(Cc1ccc2c(c1)OCCO2)C(=S)NCc1ccco1 the results were PV pol inh 97 and PV pol inh FP z-score -0.7.
`CC(C)(C)OC(=O)N1CCC(c2nnc(SCc3ccccc3F)o2)CC1` gave PV pol inh 102 and PV pol inh FP z-score -0.8.
COc1cccc(CNC(=O)CN2C(=O)COc3ccc(S(=O)(=O)N4CCCCC4)cc32)c1 was read as PV pol inh 109 and PV pol inh FP z-score -0.7.
`CCC(=O)Nc1cccc(-c2cnc3ccccc3n2)c1` gave PV pol inh 101 and PV pol inh FP z-score 0.4.
CC1Cc2ccccc2N1C(=O)c1cnsn1 (stereo unspecified) was read as PV pol inh 104 and PV pol inh FP z-score 0.9.
CCCCCN1C(C(=O)c2ccccc2)=C(NC(=O)c2ccccc2Cl)c2ccccc2S1(=O)=O was read as PV pol inh 107 and PV pol inh FP z-score 0.7.
Screening CCOC(=O)C1=C(C)N(C2CCCC2)C(=O)NC1c1ccc(Cl)cc1 (stereo unspecified) returned PV pol inh 100 and PV pol inh FP z-score -0.4.
Screening C=CCn1c(SCC(=O)O)nnc1-c1ccco1 returned PV pol inh 104 and PV pol inh FP z-score 0.5.
`Cc1cc(Br)ccc1NC(C)C(=O)N1CC(C)OC(C)C1` (stereo unspecified) gave PV pol inh 103 and PV pol inh FP z-score 0.2.

Structures shown so far containing a furan ring, fused or not:
For CCN(Cc1ccc2c(c1)OCCO2)C(=S)NCc1ccco1 the results were PV pol inh 97 and PV pol inh FP z-score -0.7.
Screening C=CCn1c(SCC(=O)O)nnc1-c1ccco1 returned PV pol inh 104 and PV pol inh FP z-score 0.5.

The main list resumes; the 2 compounds before the break are reprinted first.
Screening C=CCn1c(SCC(=O)O)nnc1-c1ccco1 returned PV pol inh 104 and PV pol inh FP z-score 0.5.
`Cc1cc(Br)ccc1NC(C)C(=O)N1CC(C)OC(C)C1` (stereo unspecified) gave PV pol inh 103 and PV pol inh FP z-score 0.2.
`Cc1nc2c(cnn2-c2ccccc2Cl)c(=O)n1-c1ccc(C(C)C)cc1` gave PV pol inh 105 and PV pol inh FP z-score -1.3.
For COc1ccc(N2C(S)=C(C#N)C(=O)NC2c2ccccc2)cc1 (stereo unspecified) the results were PV pol inh 99 and PV pol inh FP z-score -0.7.
CC(=O)Nc1cccc(NC(=O)Cn2c(-c3cccnc3)ccc(C#N)c2=O)c1 was read as PV pol inh 102 and PV pol inh FP z-score 0.2.
For CCCCCn1c(=O)[nH]c2cc(C(=O)N3CCN(C4CCCCC4)CC3)ccc2c1=O the results were PV pol inh 100 and PV pol inh FP z-score 0.1.
Screening Cc1cc(C)c(NC(=O)CSc2ncc(S(=O)(=O)c3ccc(C(C)(C)C)cc3)c(=O)[nH]2)c(C)c1 returned PV pol inh 102 and PV pol inh FP z-score -0.9.
`Brc1ccc(COc2ccc(-n3cnnn3)cc2)cc1` gave PV pol inh 102 and PV pol inh FP z-score 0.
COc1cccc(-c2cc(C(=O)Nc3sc4c(c3C#N)CCC(C(C)(C)C)C4)no2)c1 (stereo unspecified) was read as PV pol inh 104 and PV pol inh FP z-score 0.5.
Screening COc1ccc2c(c1)c1c(c(=O)n(-c3cccc(C)c3)c(=O)n1CC(=O)NCc1ccc(C)cc1)n2C returned PV pol inh 108 and PV pol inh FP z-score 0.2.
For COc1ccccc1N1CCN(C(=O)c2ccc(S(=O)(=O)N3CCCCC3)cc2)CC1 the results were PV pol inh 101 and PV pol inh FP z-score 0.2.
For CCOc1cccc(CNc2ccc(N3CCCC3)cc2)c1 the results were PV pol inh 100 and PV pol inh FP z-score 0.
CC(Sc1nnc(C2CC2)n1C1CC1)C(=O)c1c[nH]c2ccccc12 (stereo unspecified) was read as PV pol inh 108 and PV pol inh FP z-score 0.8.
Cc1cc(C(=O)N2CCN(S(=O)(=O)c3ccccc3)CC2)no1 was read as PV pol inh 105 and PV pol inh FP z-score 0.4.
CCOc1cc2c(cc1OCC)C1C(C(=O)N3CCCCC3)c3ccccc3C(=O)N1CC2 (stereo unspecified) was read as PV pol inh 101 and PV pol inh FP z-score -0.2.
COc1ccc(OC)c(CCNC(=O)c2sc(-n3cccc3)nc2C)c1 was read as PV pol inh 101 and PV pol inh FP z-score -0.4.
Screening Nc1cccc(CCc2ccncc2)c1 returned PV pol inh 100 and PV pol inh FP z-score -0.9.
`O=C(O)CNC(=O)c1nc2ncccn2n1` gave PV pol inh 101 and PV pol inh FP z-score -0.1.
CCCN1C=C(C(=O)OC)C(c2cccc(Cl)c2)C(C(=O)OC)=C1 was read as PV pol inh 100 and PV pol inh FP z-score 0.
O=C(NCCC1=CCCCC1)C1CCN(S(=O)(=O)N2CCCC2)CC1 was read as PV pol inh 104 and PV pol inh FP z-score 1.2.
`CC(C)CCn1nnnc1CN1CCN(Cc2ccc3c(c2)OCO3)CC1` gave PV pol inh 103 and PV pol inh FP z-score 0.4.
Screening C/C(=C\C(=O)C(F)(F)F)NC1CCCCC1 returned PV pol inh 102 and PV pol inh FP z-score -0.2.
For O=C(COC(=O)Cc1cccc(C(F)(F)F)c1)NC1CC1 the results were PV pol inh 101 and PV pol inh FP z-score 0.1.
CN1C(=O)C(CC(=O)Nc2ccc(F)cc2)N(NC(=O)c2cccc(F)c2)C1=S (stereo unspecified) was read as PV pol inh 102 and PV pol inh FP z-score -0.3.
Screening O=C(COc1ccc(Cl)cc1)N/N=C\c1cn(CC(=O)N2CCOCC2)c2ccccc12 returned PV pol inh 104 and PV pol inh FP z-score 0.5.
Screening Nc1ccc2c(c1)C/C(=C/c1ccco1)C2=O returned PV pol inh 45 and PV pol inh FP z-score -5.
CC(C)(C)NS(=O)(=O)c1cccc2c(N)cccc12 was read as PV pol inh 99 and PV pol inh FP z-score -0.5.
`O=C(CO/N=C/c1ccccc1OC(F)F)N1CCN(C(=O)c2ccco2)CC1` gave PV pol inh 99 and PV pol inh FP z-score -0.5.
For Cc1cc2c(cc1S(=O)(=O)Nc1cccc(Cl)c1C)OCCN2C the results were PV pol inh 108 and PV pol inh FP z-score 0.3.
O=C(O)CCS(=O)(=O)Nc1ccccc1 was read as PV pol inh 101 and PV pol inh FP z-score -0.3.
Screening COCCCNC(=O)c1ccc2c(=O)n(Cc3ccc(OC)cc3)c(=O)[nH]c2c1 returned PV pol inh 108 and PV pol inh FP z-score 0.7.
O=C(OCC(=O)N1CCCCC1)c1ccccc1I was read as PV pol inh 106 and PV pol inh FP z-score 2.3.
CCc1cccc(-n2c(=O)c3cccnc3n2CC(=O)Nc2ccccc2OC)c1 was read as PV pol inh 99 and PV pol inh FP z-score -1.3.
Screening CC1(C)CC(=O)C2=C(C1)OC(N)=C(C#N)C2c1cn(Cc2cccc(F)c2)c2ccccc12 (stereo unspecified) returned PV pol inh 101 and PV pol inh FP z-score 0.
CCc1ccc(C=Nc2ccc(O)cc2)s1 was read as PV pol inh 99 and PV pol inh FP z-score -0.2.
For N#Cc1ccccc1NC(=O)C(=O)NCC(c1ccc2c(c1)OCO2)N1CCOCC1 (stereo unspecified) the results were PV pol inh 105 and PV pol inh FP z-score -0.5.
Screening CC(C)c1ccc(NC(=O)C(c2ccc3c(c2)OCO3)N2CCC3(CC2)OCCO3)cc1 (stereo unspecified) returned PV pol inh 100 and PV pol inh FP z-score 0.
Screening COc1ccc(C(=O)Nc2nnc(S(=O)(=O)N3CCN(c4ccc(F)cc4)CC3)s2)cc1 returned PV pol inh 112 and PV pol inh FP z-score 0.8.

Entries above that have a COOH group, in the order listed:
Screening C=CCn1c(SCC(=O)O)nnc1-c1ccco1 returned PV pol inh 104 and PV pol inh FP z-score 0.5.
`O=C(O)CNC(=O)c1nc2ncccn2n1` gave PV pol inh 101 and PV pol inh FP z-score -0.1.
O=C(O)CCS(=O)(=O)Nc1ccccc1 was read as PV pol inh 101 and PV pol inh FP z-score -0.3.

Further results
O=C(NCCc1ccccc1)C(=O)NCC(c1ccco1)S(=O)(=O)c1ccccc1 (stereo unspecified) was read as PV pol inh 108 and PV pol inh FP z-score 0.1.
`CCN(C(=O)c1ccc(OC(C)=O)cc1)c1ccccc1C` gave PV pol inh 103 and PV pol inh FP z-score 0.
Cn1c(SCc2ccccc2)nnc1C1CCN(C(=O)Nc2ccccc2)CC1 was read as PV pol inh 100 and PV pol inh FP z-score -0.6.
For CCOc1ccc(N(CC)S(=O)(=O)N2CCCC(C(=O)NCc3ccc(Cl)cc3)C2)cc1 (stereo unspecified) the results were PV pol inh 104 and PV pol inh FP z-score -0.6.
Cc1ccc(S(=O)(=O)NC(CC(C)C)C(=O)N2CCC(C)CC2)cc1 (stereo unspecified) was read as PV pol inh 101 and PV pol inh FP z-score 0.
`CC1(C)O[C@H]2[C@@H](O1)[C@@H](C(=O)Nc1cc(F)ccc1F)O[C@@H]1OC(C)(C)O[C@@H]12` gave PV pol inh 106 and PV pol inh FP z-score -0.2.
Screening CCOC(=O)C1CCC(CN(Cc2c(Cl)cccc2Cl)S(=O)(=O)c2ccc(Cl)cc2)CC1 (stereo unspecified) returned PV pol inh 108 and PV pol inh FP z-score 0.
Cc1nn(-c2ccc(F)cc2)c(-n2cccc2)c1C(=O)N1CCCCC1 was read as PV pol inh 101 and PV pol inh FP z-score -0.7.
CSc1ccc(CN(C)C(=O)Cn2[nH]c(=O)c3ccccc3c2=O)cc1 was read as PV pol inh 105 and PV pol inh FP z-score 0.4.
S=C(NCc1ccco1)NCC1CC(c2ccccc2)=NO1 (stereo unspecified) was read as PV pol inh 104 and PV pol inh FP z-score -0.1.
`Cn1/c(=N/NC(=O)c2ccccc2)sc2ccccc21` gave PV pol inh 98 and PV pol inh FP z-score -0.4.
`CCC1CN(C(=O)Nc2cc(Cl)c(OC)cc2OC)c2ccccc2O1` (stereo unspecified) gave PV pol inh 104 and PV pol inh FP z-score -0.5.

3 structures already listed, arranged by formula weight, largest number first.
Screening CCOC(=O)C1CCC(CN(Cc2c(Cl)cccc2Cl)S(=O)(=O)c2ccc(Cl)cc2)CC1 (stereo unspecified) returned PV pol inh 108 and PV pol inh FP z-score 0.
Cc1nn(-c2ccc(F)cc2)c(-n2cccc2)c1C(=O)N1CCCCC1 was read as PV pol inh 101 and PV pol inh FP z-score -0.7.
`Cn1/c(=N/NC(=O)c2ccccc2)sc2ccccc21` gave PV pol inh 98 and PV pol inh FP z-score -0.4.

Remaining list, next part:
For CCCN(CCC)C(=O)CSc1c2c(nc3ccc(Cl)cc13)CCCC2 the results were PV pol inh 105 and PV pol inh FP z-score 0.1.
`COC(=O)c1sc(NC(=O)/C=C/c2ccc(OC)c(OC)c2)c(C(=O)OC)c1C` gave PV pol inh 113 and PV pol inh FP z-score 0.2.
Screening COC(=O)CNC(=O)c1ccccc1 returned PV pol inh 100 and PV pol inh FP z-score -0.4.
Screening CCN1CCN(c2oc(/C=C/c3ccc(OC)c(OC)c3)nc2C#N)CC1 returned PV pol inh 105 and PV pol inh FP z-score -0.7.
For O=C(Cn1nc(-c2nccc3ccccc23)oc1=O)N1CCCc2ccccc21 the results were PV pol inh 101 and PV pol inh FP z-score -0.2.
For O=C1CCC(c2cccs2)=NN1CO the results were PV pol inh 103 and PV pol inh FP z-score 0.
Screening CCOC(=O)N1CCN(C(=O)Cn2cnc3c(cnn3-c3ccc(C)cc3C)c2=O)CC1 returned PV pol inh 104 and PV pol inh FP z-score 0.5.
Screening CCCNCC(O)COc1ccccc1 (stereo unspecified) (tested in a mixture with another compound) returned PV pol inh 104 and PV pol inh FP z-score 1.1.
`CC1CC(=O)N(N(C)C)C(C#N)(C#N)C1(C#N)C#N` (stereo unspecified) gave PV pol inh 124 and PV pol inh FP z-score 2.
For CCc1ccccc1NC(=O)CN1CCCN(Cc2cc(C)ccc2C)S1(=O)=O the results were PV pol inh 112 and PV pol inh FP z-score 1.2.
`O=C(CSc1cn(Cc2ccccc2)c2ccccc12)Nc1nccs1` gave PV pol inh 101 and PV pol inh FP z-score 0.
`COc1ccccc1Nc1nn(-c2ccccc2)c2c1C(=O)CCC2` gave PV pol inh 101 and PV pol inh FP z-score -0.2.
CCn1c(C)c(C2=CCN(S(=O)(=O)c3ccccc3)CC2)c2ccccc21 was read as PV pol inh 104 and PV pol inh FP z-score 0.8.
Screening CCc1ccc2oc(-c3cc(NC(=O)c4cccs4)ccc3Cl)nc2c1 returned PV pol inh 107 and PV pol inh FP z-score 0.7.

An excerpt, so the mix of outcomes need not match the whole.
